FLuc counter = inhibits or activates purified firefly luciferase, miR-21 counter-screen. P08659. purified FLuc, Km substrates, luminescence inhibition. Potency, µM (top dose mostly 57.5 µM), for the others: top-dose activity change, negative = inhibition, usual class: inhibitors. 6.9% of 360,000 active. AID 588342;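 note: potency is the fitted concentration of half-maximal effect; plate controls were vehicle for no effect and reference inhibitor for full effect; nearly all actives have a fitted effect of over 55% in size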
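Biochemical qHTS of compounds, final roughly 60 µM downward over six points, against 10 nM purified firefly luciferase using Km concentrations of substrates (10 uM D-luciferin, 10 uM ATP) in Tris acetate pH 7.5 buffer; luminescence output.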
ELG1 genotox = inducers of genotoxicity in HEK293T ELG1-luciferase cells; HEK293T ELG1-luciferase reporter, luminescence, 16 h; Potency, µM (series often up to 46 µM), inactives show at the highest dose activity change, positive = activation, actives largely listed as activators; 1.3% of 330,000 active; AID 504466; note: potency is the fitted concentration of half-maximal effect; % of control where 0% means no effect; nearly all actives have a fitted effect of over 60% in size
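Step 1: seed 2,000 HEK293T ELG1-luciferase cells per well. Step 2: add compound or DMSO, incubate 16 hr at 37 °C. Step 3: ONE-Glo, 30 min at room temperature, read luminescence.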
Giardia killer = kills Giardia lamblia. Giardia lamblia trophozoite viability. activity change, % at 7.66 µM, hits read low. 0.15% of 340,000 active; in the data active = activity change below about -80%; inconclusive = between about -30% and that limit;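 note: parasites exposed to compound for two days anaerobically before the ATP read; % is set by controls: 0 for no effect and ±100 for the full control effect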
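Viability, read as ATP luminescence: trophozoites at 100 cells/well, compound added, 48 hrs anaerobic at 37 deg C, then 15-30 min room-temperature development before reading.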
p53 reactivator = mutant p53 re-activation in reporter cells | 0.063% of 320,000 active | AID 504706 | Potency, µM (titrated, usually from 92.2 µM), without a hit: top-dose activity change, positive = activation, actives largely listed as activators | H1299 p53-A138V BP100-luciferase reporter, luminescence, 24 h; note: potency is the fitted concentration of half-maximal effect; % of control where 0% means no effect; nearly all actives have a fitted effect of over 45% in size
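H1299 (p53-null), stable ts p53-A138V + BP100-Luc; 1000 cells/well, Opti-MEM/10% FBS; cpd 4 pt, 1:5; 24 h, 37 deg C, 5% CO2; detection reagent 10 min RT; luminescence.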
Menin-MLL TR inh = displaces Texas Red mutant MLL peptide from human menin; 0.23% of 270,000 active; Potency, µM (titrated, usually from 61.6 µM), inactives show at the top dose FP activity change, negative = inhibition, actives largely listed as inhibitors; Menin + Texas Red MLL mutant peptide, fluorescence polarization; AID 1768; active = well fitted inhibition curve with a large enough effect in the polarisation, with a control signal flat, not every such curve was filed as active; inconclusive = small, poorly fitted or top-dose-only effect, or effect the other way, or a change in a side signal; inactive = no such curve, though single readings can be large or run the other way; the % refers to the polarisation; note: potency is the fitted concentration of half-maximal effect; % of control where 0% means no effect; many of its hits are not listed in these tables
Target sequence (O00255 whole entry, looked up): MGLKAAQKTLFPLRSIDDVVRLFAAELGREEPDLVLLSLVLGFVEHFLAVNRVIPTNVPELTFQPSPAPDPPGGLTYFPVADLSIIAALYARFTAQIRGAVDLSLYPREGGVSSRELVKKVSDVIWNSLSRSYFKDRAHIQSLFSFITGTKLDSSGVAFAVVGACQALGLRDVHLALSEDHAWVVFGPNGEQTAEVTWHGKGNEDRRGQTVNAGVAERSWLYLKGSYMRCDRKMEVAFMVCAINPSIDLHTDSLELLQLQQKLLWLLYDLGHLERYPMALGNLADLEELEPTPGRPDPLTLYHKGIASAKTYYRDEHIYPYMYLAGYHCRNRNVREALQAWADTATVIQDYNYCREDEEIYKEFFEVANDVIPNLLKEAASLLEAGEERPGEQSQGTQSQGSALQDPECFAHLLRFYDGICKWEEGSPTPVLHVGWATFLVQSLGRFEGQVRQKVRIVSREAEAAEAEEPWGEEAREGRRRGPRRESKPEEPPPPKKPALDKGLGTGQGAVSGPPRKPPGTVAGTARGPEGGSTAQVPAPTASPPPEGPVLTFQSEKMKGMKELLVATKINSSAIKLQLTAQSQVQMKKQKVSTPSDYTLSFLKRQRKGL
PKM2 act = increases activity of human pyruvate kinase M2. purified PKM2, Kinase-Glo ATP luminescence, activation; response scale: 0% is enzyme alone, no compound. Potency, µM (top dose mostly 57.5 µM), for inactives: at the highest dose activation, hits mostly activators. 0.34% of 260,000 active. AID 1631; note: potency is the fitted concentration of half-maximal effect; % is set by controls: 0 for no effect and ±100 for the full control effect; nearly all actives have a fitted effect of over 55% in size
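Purified hPK-M2 (>95%) run at intermediate activity with 0.1 mM ADP and 0.5 mM PEP in 50 mM imidazole pH 7.2, KCl, MgCl2; 1 h room temperature. ATP formed read by Kinase-Glo luminescence; normalized to uninhibited and no-enzyme controls.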
VP16 counter = inhibits Gal4-VP16 luciferase reporter, ROR gamma counter-screen. Potency, µM (series often up to 53.6 µM), for the others: top-dose activity, negative = inhibition, most hits filed as inhibitors. 3.5% of 310,000 active. Drosophila S2 Gal4-VP16 UAS-luciferase, luminescence, 20 h. AID 2546;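 note: Gal4-VP16 expression switched on by copper sulfate through the metallothionein promoter; potency is the fitted concentration of half-maximal effect; % is set by controls: 0 for no effect and ±100 for the full control effect; nearly all actives have a fitted effect of over 50% in size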
NPC1 promoter act = NPC1 promoter activation; Huh7 NPC1 promoter luciferase reporter, 24 h; Potency, µM (titrated, usually from 9.22 µM), for inactives: at the top dose activation, usual class: activators; 2.4% of 320,000 active;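 note: potency is the fitted concentration of half-maximal effect; % of control where 0% means no effect; nearly all actives have a fitted effect of over 60% in size; reporter is driven by a mutant NPC1 promoter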
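In 1536-well qHTS, Huh7 cells harboring an NPC1 promoter–luciferase construct received compound for 24 h; activation was quantified by luminescence following luciferase reagent addition.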
RORgamma inh = blocks mouse ROR gamma transcriptional activity; P51450; Drosophila S2 Gal4-RORgamma UAS-luciferase reporter, 20 h; Potency, µM (highest dose often 53.6 µM), for inactives: top-dose activity change, negative = inhibition, hits mostly inhibitors; 5.4% of 310,000 active; AID 2551; note: potency is the fitted concentration of half-maximal effect; % is set by controls: 0 for no effect and ±100 for the full control effect; nearly all actives have a fitted effect of over 60% in size
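Luminescence from a UAS-regulated Photinus luciferase reporter in stably transfected Drosophila Schneider cells is measured; decreased signal marks ROR gamma inhibition. Fusion expression is induced by 700 uM copper sulfate for 20 hr.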
Rab9 promoter act = Rab9 promoter activation; AID 485297; Huh7 Rab9 promoter-luciferase reporter, luminescence, 24 h; 2.8% of 320,000 active; Potency, µM (titrated, usually from 9.22 µM), without a hit: at the top dose activation, negative = inhibition, most hits filed as activators; note: potency is the fitted concentration of half-maximal effect; % of control where 0% means no effect; nearly all actives have a fitted effect of over 60% in size
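Stable Rab9-luc Huh7, 1500 cells/well, 2 h settle; cmpd in DMSO, 24 h, 37 °C/5% CO2; luciferase reagent 10 min RT; luminescence.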
BRCA1 expr act = increases BRCA1 expression. 1.1% of 380,000 active. AID 624202. Potency, µM (highest dose often 46.1 µM), for the others: at the top dose activation, usual class: activators. MCF7-BRCA1-FFLuc reporter, luminescence, 48 h; response scale: scaled: vehicle 0%, 10 µM genistein 100%; note: potency is the fitted concentration of half-maximal effect; nearly all actives have a fitted effect of over 80% in size; some results filed as inactive show a strong effect at the top dose
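Reporter cells (MCF7, BRCA1 promoter-firefly luciferase) received library compounds across a concentration series for 48 h. End-point luminescence was measured and concentration-effect curves derived after normalization.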
Numbers without * were called inactive; ? = inconclusive; . = no result given; [ ] = dose if it differs, or a comment. Unless noted, calls come from the whole dose curve; as a rule, active = well fitted curve in the direction sought with a large enough effect; inconclusive = small, poorly fitted or top-dose-only effect, or another doubt; inactive = no such curve, though single readings can be large; an effect the other way counts as inactive or inconclusive. An excerpt; count on the stated rates, not on these rows.

SMILES	FLuc counter	ELG1 genotox	Giardia killer	p53 reactivator	Menin-MLL TR inh	PKM2 act	VP16 counter	NPC1 promoter act	RORgamma inh	Rab9 promoter act	BRCA1 expr act
S=C1NCN(Cc2ccccc2)CN1	-2%	0%	-3	1%	.	-1%	0%	3%	2%	1%	-5%
Cc1c(N(C)S(=O)(=O)c2cccc(C(=O)NCC3CCCO3)c2)c(=O)n(-c2ccccc2)n1C (centres undefined)	0%	-4%	-1	0%	.	.	.	9%	.	-3%	13%
O=C(CSc1nncc2ccccc12)N1CCOCC1	-18%	0%	11	?	-4%	3%	2%	3%	0%	16%	-14%
Cc1ccn2cc(CNC(=O)c3cccs3)nc2c1	1%	9%	-21	4%	-14%	0%	-4%	5%	?	0%	-6%
O=C(COC(=O)CCS(=O)(=O)c1ccccc1)Nc1cc(S(=O)(=O)N2CCCCC2)ccc1Cl	2%	9%	-19	-1%	.	.	.	-4%	.	2%	-13%
Cc1cc(=O)oc2cc(OCC(=O)OCC(=O)NC(=O)NC(C)C)ccc12	-2%	1%	24	0%	15%	0%	-9%	-4%	-2%	1%	3%
COc1ccc(-c2[nH]nc3c2C(c2ccccc2OC(=O)N2CCOCC2)C(C#N)=C(N)O3)cc1 (centres undefined)	-2%	4%	-5	?	-6%	0%	2%	0%	-29%	-2%	4%
CCOc1ccc(N(CC(=O)Nc2ccc(C)cc2)S(=O)(=O)c2c(C)noc2C)cc1	0%	-13%	-23	-13%	0%[11.7 µM]	0%	1%	-2%	-23%	6%	-17%
Cc1nc(N2CCN(C(=O)c3ccco3)CC2)c2oc3ccccc3c2n1	-12%	-32%[inhibitor]	-21	-3%	-14%	-2%	18%	-5%	13%	-3%	-65%
O=C(Nc1ccc(S(=O)(=O)N2CCCCC2)cc1)C1CCN(C(=O)c2ccco2)CC1	-1%	-12%	8	1%	14%	1%	-10%	-4%	0%	-4%	-17%
CC(C)[C@H](NS(=O)(=O)c1ccccc1)C(=O)OCn1nnc2ccccc2c1=O	-1%	-2%	-4	0%	-2%	4%	2%	-3%	22%	1%	-23%
CC(Oc1ccc(F)cc1)C(=O)Oc1ccc(N(C)S(=O)(=O)c2ccccc2)cc1 (centres undefined)	0%	0%	-6	-8%	.	.	.	0%	.	1%	-7%
CC(=O)c1sc(-c2ccc(F)cc2)cc1NS(=O)(=O)c1ccccc1	-1%	0%	-8	1%	.	1%	-3%	0%	-5%	-1%	-11%
COc1ccc(/C=N/NC(=O)c2ccccc2OC)cc1COc1ccc(C)cc1	-13%	18%	-10	5%	?	0%	-12%	1%	-10%	12%	-21%
CN1CCN(C(=O)C2CC(c3c(F)cccc3Cl)=NO2)CC1 (centres undefined)	0%	6%	-12	7%	-3%	-5%	-11%	-1%	-9%	3%	36%
COC(=O)c1ccc(C(=O)OC)c(NC(=O)Nc2ccc3c(c2)OCO3)c1	21µM*	15µM*	-9	?	11%	-4%	3%	?	11%	?	97%
Cc1ccc(NC(=O)/C(=C/c2cccc([N+](=O)[O-])c2)NC(=O)C2CCCCC2)cc1	4%	4%	-2	-2%	.	0%	-3%	-2%	-14%	-4%	-22%
O=C(CN1C(=O)NC(c2ccccc2)(c2ccccc2)C1=O)N1CCN(c2ccc(F)cc2)CC1	1%	-2%	5	-4%	.	.	.	1%	.	-3%	-51%
O=C(NCCCN1CCOCC1)c1cc(C(=O)C2CCCCC2)c[nH]1	-2%	0%	-10	4%	-6%	-10%	-3%	1%	5%	17%	5%
Cc1sc2ncnc(SCC(=O)N3CCCCC3)c2c1C	2%	-5%	-10	-1%	?	.	-1%	2%	23%	4%	6%
NSc1nc(N)c2nc(-c3ccccc3)c(-c3ccccc3)nc2n1	1%	-2%	3	3%	8%	-2%	11%	-3%	?	-4%	7%
Cc1onc(-c2ccccc2)c1-c1csc(COc2ccccc2)n1	3%	-6%	-17	-2%	.	3%	6%	2%	16%	-7%	-12%
O=C(c1cccc(F)c1)N1CCCC(C(=O)N2CCN(c3ccccc3)CC2)C1 (centres undefined)	1%	-2%	5	-2%	.	-6%	-3%	-4%	-1%	-5%	1%
COc1cc2c(cc1NC(=O)CSc1nc3ccc(C)cc3[nH]1)oc1ccccc12	0%	7%	.	-4%	?	-4%	?	4%	?	-4%	.
Cc1ccc2c(c1)NC(=O)C(CC(=O)O)O2 (centres undefined)	0%	0%	5	5%	7%	-3%	2%	1%	8%	-3%	-28%
Cc1noc(C)c1COc1cccc(C(=O)Nc2ccccc2N2CCOCC2)c1	3%	4%	-14	-7%	-8%	-1%	11%	-5%	38%	0%	-30%
C=CCn1c(SCC(=O)NCCOC)nnc1-c1cc2c(s1)CCC(CC)C2 (centres undefined)	9.5µM*	-1%	6	-12%	0%	14%	-6%	-4%	24%	-7%	22%
COc1ccc(C(=O)OCC(=O)c2ccc(C3CCCCC3)cc2)cc1	-13%	6.5µM*	?	14%	-28%	-1%	-8%[0.365 µM]	-11%	17%	-24%	-23%
Nc1nc(-c2ccc(Cl)cc2)nn1C(=O)c1cccnc1	2%	20%	3	13%	6%	-2%	10%	0%	42%	15%	18%
COc1ccc(CN2CCNC(=O)C2CC(=O)N(C)Cc2nonc2C)c(F)c1 (centres undefined)	4%	10%	-2	10%	.	-8%	-2%	2%	8%	-3%	-1%
COc1ccc(/C=C/C(=O)Oc2ccc(/C=N/NC(=O)c3ccncc3)cc2)cc1	3%	-4%	5	2%	-16%	2%	-22%	-1%	-12%	-3%	4%
CN(C)c1ccc(C(C(=O)NC2CCCC2)N(C(=O)c2csnn2)C2CC2)cc1 (centres undefined)	1%	-3%	-1	-6%	.	.	4%	-6%	-4%	0%	0%
O=S(=O)(Nc1cccc2c1CCCC2)c1cccc(C(F)(F)F)c1	0%	-7%	8	6%	9%	0%	?	-1%	-3%	-3%	-31%
O=C1C2C3CCCC3=C3CCCC3C2C(=O)N1c1ccccc1 (centres undefined)	-1%	0%	1	6%	0%	-12%	?	3%	-16%	-1%	0%
CC(C)CN(CC(C)C)c1ccc(/C=N/n2cnnc2)cc1[N+](=O)[O-]	-2%	-3%	8	11%	-17%	1%	?	-3%	-26%	2%	2%
CN(c1ccc(OCC(=O)Nc2nc3ccccc3s2)cc1)S(=O)(=O)c1ccccc1	3%	4%	-9	7%	?	2%	?	-8%	?	-14%	4%
COc1cccc(NC(=O)CN(c2cccc(C(F)(F)F)c2)S(C)(=O)=O)c1	-11%	-6%	1	-6%	25%	2%	?	17%	-1%[10 µM]	3%	-16%
CCCCCCc1cc2cc(C(=O)Nc3ccccc3)c(=O)oc2cc1O	-1%	-7%	-10	17%	?	-9%	4.5µM*	-40%[inhibitor]	?	-41%[inhibitor]	-82%
O=C(c1cc(-c2ccncc2)nc2ccccc12)N1CCN(c2ccc(N3CCOCC3)nn2)CC1	-1%	-4%	-5	-4%	-26%	-2%	-5%	-1%	26%	0%	1%
Cc1ccc2nc(SCC(=O)Nc3cccc(Cl)c3)nc(=O)n2c1	?	?	-1	1%	.	.	.	-3%	.	2%	57%
Cn1c(-c2ccc(F)cc2)cnc1NCc1ccccc1F	?	1%	29	.	-9%	18%	-26%	27%	-30%	20%	72%
CCOC(=O)NC(=O)/C(N=Nc1cc(C)cc(C)c1)=C(\C)O	2%	2%	8	-3%	-2%	4%	-8%	-2%	-16%	0%	19%
FC(F)(F)c1cc(CCN2C(=S)NC[C@@H]2c2ccccc2)cc(C(F)(F)F)c1	2%	-3%	19	2%	.	-5%	11µM*	-4%	5.6µM*	-3%	-20%
CCN(CC)C(C)C(=O)Nc1c2c(cc3c1CCC3)CCC2 (centres undefined)	4%	-7%	2	-14%	-16%	4%	-5%	-1%	-12%	-5%	-24%
CC1=C(C(=O)NC(C)c2ccc3c(c2)OCCO3)C2(CCC(C)CC2)OC1=O (centres undefined)	1%	0%	-10	-4%	-1%	9%	12%	-3%	12%	-5%	7%
COc1ccc(C2C(C#N)=C(N)N(c3cccnc3)C3=C2C(=O)CC(C)(C)C3)cc1OC (centres undefined)	-9%	-3%	2	-11%	3%	-22%	-21%	2%	7%	0%	50%
Cn1cc(S(=O)(=O)Nc2ccc3c(c2)OCCO3)cn1	?	?	1	3%	0%	0%	-2%	-4%	-9%	12%	0%

Screening data as filed in PubChem BioAssay.
